Bioassay records deposited in PubChem BioAssay by several laboratories.
ANO1 activ – mouse TMEM16A channel activation, primary screen. HEK293 TMEM16A/YFP-H148Q/I152L, iodide quench fluorescence; hits give low values. B-score at 10 µM. 340,000 compounds, 0.3% hits;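 active = fluorescence-ratio B-score plate-corrected deviation score at least 3 library SD below zero, with starting fluorescence score within 5 deviations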;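 note: channel opened by trigger with iodide after compound preincubation; score built on the fluorescence ratio of max minus min over baseline; more negative score means more quench and so TMEM16A activation or potentiation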
Target sequence (Q8BHY3 whole entry, looked up): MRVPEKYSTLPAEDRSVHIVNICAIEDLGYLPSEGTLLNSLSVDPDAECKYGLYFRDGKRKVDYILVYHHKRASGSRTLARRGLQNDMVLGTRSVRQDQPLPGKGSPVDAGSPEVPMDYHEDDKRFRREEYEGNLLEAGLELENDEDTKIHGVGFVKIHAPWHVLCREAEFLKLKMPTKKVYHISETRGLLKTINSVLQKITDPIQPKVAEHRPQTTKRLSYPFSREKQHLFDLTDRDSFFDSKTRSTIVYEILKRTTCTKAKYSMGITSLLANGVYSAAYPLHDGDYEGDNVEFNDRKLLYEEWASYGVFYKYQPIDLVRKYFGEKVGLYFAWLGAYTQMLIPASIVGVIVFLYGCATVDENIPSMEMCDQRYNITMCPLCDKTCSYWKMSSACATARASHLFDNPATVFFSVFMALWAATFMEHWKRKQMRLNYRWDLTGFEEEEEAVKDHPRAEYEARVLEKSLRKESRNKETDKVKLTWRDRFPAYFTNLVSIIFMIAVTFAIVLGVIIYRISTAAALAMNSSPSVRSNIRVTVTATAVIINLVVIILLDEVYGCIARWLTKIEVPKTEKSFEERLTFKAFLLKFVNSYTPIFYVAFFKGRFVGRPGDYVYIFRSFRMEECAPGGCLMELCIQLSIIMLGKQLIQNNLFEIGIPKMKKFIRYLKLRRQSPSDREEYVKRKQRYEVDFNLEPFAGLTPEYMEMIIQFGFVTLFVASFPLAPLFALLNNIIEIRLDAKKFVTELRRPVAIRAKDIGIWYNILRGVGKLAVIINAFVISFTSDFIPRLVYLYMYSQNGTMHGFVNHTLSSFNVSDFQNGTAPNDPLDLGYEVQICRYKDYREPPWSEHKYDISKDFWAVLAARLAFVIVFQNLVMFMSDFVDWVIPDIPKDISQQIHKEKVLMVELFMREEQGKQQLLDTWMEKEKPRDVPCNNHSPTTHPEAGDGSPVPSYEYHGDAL
TRPC4 potent – TRPC4 (mouse) allosteric potentiation. Q9QUQ5. HEK293 TRPC4beta/mu-opioid, DAMGO EC20, Fluo-4 Ca2+ flux; hits give high values. B-score at 10 µM. 310,000 compounds, 0.42% hits. AID 2227;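 active = B-score of calcium response area above 5 SD of library B-scores, with initial fluorescence ratio within 5 SD of library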;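 note: B-score of integrated fluorescence ratio over time as area under calcium response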
TRPC6 inh – mouse TRPC6 channel inhibition. Q61143. HEK293-TRPC6, membrane potential dye, ACh-evoked depolarization; hits give low values. B-score at 10 µM. 310,000 compounds, 1.1% hits. AID 2553;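 active = B-score under library mean minus 3 SD, initial fluorescence not abnormally high, positive integrated signal ratio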;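 note: B-score derived from integrated fluorescence ratio over the kinetic read; more negative B-score means stronger inhibition of depolarization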
SKKanGAS inh – blocks kanamycin growth of S. pyogenes SKKanGAS strain; BacTiter-Glo, 6 h; inhibition, % at 7.5 µM; 300,000 compounds, 1.3% hits;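 active = mean replicate score, as percent of positive control median, at least 50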;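 note: strain carries kanamycin resistance gene driven by streptokinase promoter and grows in 40 µg/ml kanamycin; loss of luminescence reflects streptokinase promoter inhibition or plain growth inhibition; 0% = median of DMSO wells and 100% = positive control at its reference dose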
MrgX1 antagonist – antagonists of human MrgX1 receptor; B-score at 10 µM; 310,000 compounds, 1.3% hits; MRGX1-HEK293 calcium flux, Fluo-4, BAM8-22 antagonism; hits give low values; Q96LB2;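 active = calcium-response B-score plate-corrected more than 3 library SD below zero, starting fluorescence within 5 deviations, no agonist response on first addition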;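 note: peak minus trough fluorescence over baseline after final BAM8-22 challenge near maximal dose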
MrgX1 allo act – human MrgX1 positive allosteric modulation, primary screen; 310,000 compounds, 0.63% hits; Q96LB2; AID 588675; B-score at 10 µM; MrgX1-HEK293, Fluo-4 calcium flux, FDSS; hits give high values;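 active = plate-corrected calcium response at least 3 library SD above typical, normal starting fluorescence, not activating the receptor alone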;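 note: compound read alongside a low EC10 to EC30 dose of BAM8-22 agonist; peak minus trough fluorescence over baseline measured at the second addition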
ANO1 block – blocks the mouse calcium-activated chloride channel TMEM16A; Q8BHY3; HEK293 TMEM16A/YFP iodide influx fluorescence, ionomycin; normalized B-score (activity score, 25-100; higher = stronger inhibition) at 10 µM; 310,000 compounds, 1.2% hits;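 active = ratio plate-corrected score three or more library SD toward inhibition, starting fluorescence score within five deviations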;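 note: score derived from kinetic fluorescence span divided by baseline fluorescence per well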
MrgX1 ag – activates human MrgX1 receptor signaling; Q96LB2; MrgX1-HEK293 cells, Fluo-4 calcium fluorescence, agonist mode; hits give high values; B-score at 10 µM; 310,000 compounds, 0.44% hits; AID 588627;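 active = calcium response B-score plate-corrected fluorescence ratio at least 3 library SD, with starting fluorescence B-score inside 5 SD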
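Material: HEK293 cells stably expressing human MrgX1 receptor | Quantity: 15,000 cells per well | Times: Cells plated overnight, dye loaded 0.5 h 37 °C, 0.5 h room temperature | Measured by: Kinetic Fluo-4 NW fluorescence of intracellular calcium | Control set: Positive and negative controls per plate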
TRPC4 agonist – TRPC4 (mouse) channel activation | 310,000 compounds, 0.49% hits | AID 2237 | HEK293 TRPC4beta/mu-opioid, Fluo4 calcium fluorescence; hits give high values | B-score at 10 µM;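 active = B-score above 5 SD of library B-scores, and initial fluorescence ratio not above library mean plus 5 SD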;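 note: positive B-score marks a calcium rise read as TRPC4 activation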
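Assay system – TRPC4beta and mu-opioid receptor HEK293 stable cells · Measured by – Fluo4 fluorescence, kinetic · Schedule – dye loading 45 min room temperature, 110 s kinetic read · Read-out – B-scored integrated calcium fluorescence ratio · Controls – buffer and maximal DAMGO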
TRPC6 activator – mouse TRPC6 channel activation; Q61143; HEK293-TRPC6 membrane potential dye fluorescence; hits give high values; B-score at 10 µM; 310,000 compounds, 0.13% hits; AID 2550;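 active = B-score of the integrated fluorescence ratio above library mean plus 3 SD, and starting fluorescence ratio within library mean plus 5 SD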;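 note: higher score means more depolarization so channel activation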
TRPC4 block – TRPC4 (mouse) channel inhibition; Q9QUQ5; HEK293 TRPC4beta/mu-opioid, DAMGO-evoked Fluo4 calcium flux; hits give low values; B-score at 10 µM; 300,000 compounds, 0.39% hits;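 active = B-score over 3 SD under the library average, no early fluorescence shift, positive overall ratio signal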
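material = TRPC4beta/mu-opioid receptor HEK293 cell line | probe or stimulus = sequential submaximal and maximal DAMGO stimulation | compound dosing = one concentration per compound | measured by = Fluo4 Ca2+ flux fluorescence | evaluation = integrated fluorescence ratio relative to baseline, converted to per-well B score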
* = called active by the depositor.

`COCCCn1c(=O)c2sccc2n2c(CCCC(=O)NCc3ccccc3)nnc12` gave ANO1 activ inactive, TRPC4 potent inactive, TRPC6 inh inactive, SKKanGAS inh -2.3, MrgX1 antagonist inactive, MrgX1 allo act inactive, ANO1 block inactive, MrgX1 ag inactive, TRPC4 agonist inactive, TRPC6 activator inactive and TRPC4 block inactive.
Screening CN1CCN(c2ccc(C(=O)NC3CCCCC3)cc2[N+](=O)[O-])CC1 returned ANO1 activ inactive, TRPC4 potent inactive, TRPC6 inh inactive, SKKanGAS inh -2.3, MrgX1 antagonist inactive, MrgX1 allo act inactive, ANO1 block inactive, MrgX1 ag inactive, TRPC4 agonist inactive, TRPC6 activator inactive and TRPC4 block inactive.
Screening O=c1cc(-c2ccc(Cl)cc2)[nH][nH]1 returned ANO1 activ inactive, TRPC4 potent inactive, TRPC6 inh inactive, SKKanGAS inh 3.4, MrgX1 antagonist inactive, MrgX1 allo act inactive, ANO1 block inactive, MrgX1 ag inactive, TRPC4 agonist inactive, TRPC6 activator inactive and TRPC4 block inactive.
Screening O=C(O)c1ccc(N/N=C/c2ccc3nccnc3c2)cc1 returned ANO1 activ inactive, TRPC4 potent inactive, TRPC6 inh inactive, SKKanGAS inh 14.4, MrgX1 antagonist inactive, MrgX1 allo act inactive, ANO1 block inactive, MrgX1 ag inactive, TRPC4 agonist inactive, TRPC6 activator inactive and TRPC4 block inactive.
For CCOc1ccc(Oc2nc(C)cc(OC)n2)nn1 the results were ANO1 activ inactive, TRPC4 potent inactive, TRPC6 inh inactive, SKKanGAS inh -6.6, MrgX1 antagonist inactive, MrgX1 allo act inactive, ANO1 block inactive, MrgX1 ag inactive, TRPC4 agonist inactive, TRPC6 activator inactive and TRPC4 block inactive.
`CCN(c1ccccc1)S(=O)(=O)c1ccc(Cl)c(NC(=O)CSc2nncn2C)c1` gave ANO1 activ inactive, TRPC4 potent inactive, TRPC6 inh inactive, SKKanGAS inh -12.6, MrgX1 antagonist inactive, MrgX1 allo act inactive, ANO1 block inactive, MrgX1 ag inactive, TRPC4 agonist inactive, TRPC6 activator inactive and TRPC4 block inactive.
`CC1CCCCC1NCC(=O)NCc1ccc(F)cc1` (centres undefined) gave ANO1 activ inactive, TRPC4 potent inactive, TRPC6 inh inactive, SKKanGAS inh -0.2, MrgX1 antagonist inactive, MrgX1 allo act inactive, ANO1 block inactive, MrgX1 ag inactive, TRPC4 agonist inactive, TRPC6 activator inactive and TRPC4 block inactive.
COc1cccc2cc3c(=O)n(-c4ccccc4)nc-3oc12 was read as ANO1 activ inactive, TRPC4 potent inactive, TRPC6 inh inactive, SKKanGAS inh 8.5, MrgX1 antagonist inactive, MrgX1 allo act inactive, ANO1 block inactive, MrgX1 ag inactive, TRPC4 agonist inactive, TRPC6 activator inactive and TRPC4 block inactive.
`COc1ccc(C(=O)N/N=C/c2ccccn2)cc1OC` gave ANO1 activ inactive, TRPC4 potent inactive, TRPC6 inh -7*, SKKanGAS inh -1.1, MrgX1 antagonist inactive, MrgX1 allo act inactive, ANO1 block inactive, MrgX1 ag inactive, TRPC4 agonist inactive, TRPC6 activator inactive and TRPC4 block inactive.
O=C1OC(c2ccccc2)/C(=C(/O)c2ccc(Cl)cc2)C1=O (centres undefined) was read as ANO1 activ inactive, TRPC4 potent inactive, TRPC6 inh inactive, SKKanGAS inh 3.0, MrgX1 antagonist inactive, MrgX1 allo act inactive, ANO1 block inactive, MrgX1 ag inactive, TRPC4 agonist inactive, TRPC6 activator inactive and TRPC4 block inactive.
Screening CC(=O)N(C(C)=O)n1c(C)nc2sc3c(c2c1=O)CCCC3 returned ANO1 activ inactive, TRPC4 potent inactive, TRPC6 inh inactive, SKKanGAS inh 0.5, MrgX1 antagonist inactive, MrgX1 allo act inactive, ANO1 block inactive, MrgX1 ag inactive, TRPC4 agonist inactive, TRPC6 activator inactive and TRPC4 block inactive.
For COc1ccc(Cl)cc1C(=O)NCc1cn(C)nc1C the results were ANO1 activ inactive, TRPC4 potent inactive, TRPC6 inh inactive, SKKanGAS inh 3.6, MrgX1 antagonist inactive, MrgX1 allo act inactive, ANO1 block inactive, MrgX1 ag inactive, TRPC4 agonist inactive, TRPC6 activator inactive and TRPC4 block inactive.
Screening CCCN1C(=O)/C(=C/c2ccco2)SC1=Nc1ccc(OC)cc1 returned ANO1 activ inactive, TRPC4 potent inactive, TRPC6 inh inactive, SKKanGAS inh -3.5, MrgX1 antagonist inactive, MrgX1 allo act inactive, ANO1 block inactive, MrgX1 ag inactive, TRPC4 agonist inactive, TRPC6 activator inactive and TRPC4 block inactive.
Screening Cc1ccc(S(=O)(=O)c2nc(S(C)(=O)=O)sc2N2CCC(C)CC2)cc1 returned ANO1 activ inactive, TRPC4 potent inactive, TRPC6 inh inactive, SKKanGAS inh 29.6, MrgX1 antagonist inactive, MrgX1 allo act inactive, ANO1 block inactive, MrgX1 ag inactive, TRPC4 agonist inactive, TRPC6 activator inactive and TRPC4 block inactive.
`CC(C)Cc1nc2n[nH]c(N)c2c2c1CCC2` gave ANO1 activ inactive, TRPC4 potent inactive, TRPC6 inh inactive, SKKanGAS inh 4.3, MrgX1 antagonist inactive, MrgX1 allo act inactive, ANO1 block inactive, MrgX1 ag inactive, TRPC4 agonist inactive, TRPC6 activator inactive and TRPC4 block inactive.
O=C(COC(=O)c1cccc(O)c1)NCc1ccc2c(c1)OCO2 was read as ANO1 activ inactive, TRPC4 potent inactive, TRPC6 inh inactive, SKKanGAS inh -9.0, MrgX1 antagonist inactive, MrgX1 allo act inactive, ANO1 block inactive, MrgX1 ag inactive, TRPC4 agonist inactive, TRPC6 activator inactive and TRPC4 block inactive.
Screening O=C1c2cccc(OCc3ccc(F)cc3)c2CCN1Cc1ccccc1 returned ANO1 activ inactive, TRPC4 potent inactive, TRPC6 inh inactive, SKKanGAS inh -16.4, MrgX1 antagonist inactive, MrgX1 allo act inactive, ANO1 block inactive, MrgX1 ag inactive, TRPC4 agonist inactive, TRPC6 activator inactive and TRPC4 block inactive.
`CC(O)C(NS(=O)(=O)c1ccc(Cl)cc1)C(=O)OCc1cc([N+](=O)[O-])cc2c1OCOC2` (centres undefined) gave ANO1 activ inactive, TRPC4 potent inactive, TRPC6 inh inactive, SKKanGAS inh -6.9, MrgX1 antagonist inactive, MrgX1 allo act inactive, ANO1 block inactive, MrgX1 ag inactive, TRPC4 agonist inactive, TRPC6 activator inactive and TRPC4 block inactive.
For Cc1ccc(N(CC(O)CN2CCCCC2)S(=O)(=O)c2ccccc2)cc1 (centres undefined) the results were ANO1 activ inactive, TRPC4 potent inactive, TRPC6 inh inactive, SKKanGAS inh -2.6, MrgX1 antagonist inactive, MrgX1 allo act inactive, ANO1 block inactive, MrgX1 ag inactive, TRPC4 agonist inactive, TRPC6 activator inactive and TRPC4 block inactive.
For COc1ccc(NC(=O)CN2CCCN(S(=O)(=O)c3ccc(F)cc3)CC2)c(OC)c1 the results were ANO1 activ inactive, TRPC4 potent inactive, TRPC6 inh inactive, SKKanGAS inh -1.6, MrgX1 antagonist inactive, MrgX1 allo act inactive, ANO1 block inactive, MrgX1 ag inactive, TRPC4 agonist inactive, TRPC6 activator inactive and TRPC4 block inactive.
`COc1ccc(C(=O)OCC(=O)Nc2ccc([N+](=O)[O-])cc2OC)c(O)c1` gave ANO1 activ inactive, TRPC4 potent inactive, TRPC6 inh inactive, SKKanGAS inh -4.2, MrgX1 antagonist inactive, MrgX1 allo act inactive, ANO1 block inactive, MrgX1 ag inactive, TRPC4 agonist inactive, TRPC6 activator inactive and TRPC4 block inactive.
For Fc1ccc2nc3[nH]c4ccccc4c3nc2c1 the results were ANO1 activ inactive, TRPC4 potent inactive, TRPC6 inh inactive, SKKanGAS inh 17.6, MrgX1 antagonist inactive, MrgX1 allo act inactive, ANO1 block inactive, MrgX1 ag inactive, TRPC4 agonist inactive, TRPC6 activator inactive and TRPC4 block inactive.
`O=C(CCN1C(=O)/C(=C\c2cccs2)SC1=S)Nc1nccs1` gave ANO1 activ inactive, TRPC4 potent inactive, TRPC6 inh inactive, SKKanGAS inh -3.8, MrgX1 antagonist inactive, MrgX1 allo act inactive, ANO1 block inactive, MrgX1 ag inactive, TRPC4 agonist inactive, TRPC6 activator inactive and TRPC4 block inactive.
O=C(COC(=O)c1cc2ccccc2cc1O)Nc1cccnc1Cl was read as ANO1 activ inactive, TRPC4 potent inactive, TRPC6 inh inactive, SKKanGAS inh -0.5, MrgX1 antagonist inactive, MrgX1 allo act inactive, ANO1 block inactive, MrgX1 ag inactive, TRPC4 agonist inactive, TRPC6 activator inactive and TRPC4 block inactive.
Screening O=C(CN1C(=O)C2C3CC(C(Br)C3Br)C2C1=O)Nc1ccc(C(=O)O)cc1 (centres undefined) returned ANO1 activ inactive, TRPC4 potent inactive, TRPC6 inh inactive, SKKanGAS inh 10.4, MrgX1 antagonist inactive, MrgX1 allo act inactive, ANO1 block inactive, MrgX1 ag inactive, TRPC4 agonist inactive, TRPC6 activator inactive and TRPC4 block inactive.
`Cc1oc(CSCC2CCCO2)cc1C(=O)O` (centres undefined) gave ANO1 activ inactive, TRPC4 potent inactive, TRPC6 inh inactive, SKKanGAS inh 3.8, MrgX1 antagonist inactive, MrgX1 allo act inactive, ANO1 block inactive, MrgX1 ag inactive, TRPC4 agonist inactive, TRPC6 activator inactive and TRPC4 block inactive.
`NS(=O)(=O)c1ccc(NC(=S)NC(=O)c2cccc(Br)c2)cc1` gave ANO1 activ inactive, TRPC4 potent inactive, TRPC6 inh inactive, SKKanGAS inh 0.5, TRPC4 agonist inactive, TRPC6 activator inactive and TRPC4 block inactive.
Screening COc1ccc(C2/C=C\CN(C(=O)NC(C)C)CC(=O)N2Cc2ccc(F)cc2)cc1 (centres undefined) returned ANO1 activ inactive, TRPC4 potent inactive, TRPC6 inh inactive, SKKanGAS inh 3.0, MrgX1 antagonist inactive, MrgX1 allo act inactive, ANO1 block inactive, MrgX1 ag inactive, TRPC4 agonist inactive, TRPC6 activator inactive and TRPC4 block inactive.

Outcome played no part in choosing rows; 6.7% or so of the library scored in one or more.
